# INS-1E GSIS act: GLuc luminescence reporter in INS-1E cells, primary screen for activators of glucose-dependent secretion of insulin; INS-1E GLuc reporter insulin secretion, 2-3 h; activation, % at 16.6 µM; 0.61% of 370,000 active;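 active = lowest replicate activation of at least 40%, so every replicate reaches that level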;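 note: 0% = median of neutral control wells and 100% = median of IBMX positive control wells; some compounds called inactive have numbers as strong as hits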
# miR-122 sensor: miR-122 Renilla sensor signal increase in Huh7, primary screen, miR-122 inhibitor project, cell-based, single point, plate reader; Huh7 miR-122 Renilla luciferase sensor, 48 h; neutral wells = 0, positive control = 100; activation (reporter increase), % at 12.5 µM; 0.3% of 340,000 active;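 active = mean replicate activation score at least 90 and every replicate individually at or above 90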;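 note: higher luciferase means less miR-122 activity so hits act as miR-122 inhibitors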
# Starred values were filed as active, the others as inactive. A portion of the library; the hit share may differ from the screen's.
cpd | INS-1E GSIS act | miR-122 sensor | mol
1 | 19 | -3 | CC1CCCc2sc3nc(NCc4ccco4)n4ncnc4c3c21 (configuration not stated)
2 | 20 | 11 | Cc1cc(C)n2nc(C(=O)OCC(=O)c3cc(C)n(C)c3C)nc2n1
3 | -6 | 0 | CCCN1C(=O)/C(=C/c2cc(C)n(C)c2C)SC1=Nc1ccc(OC)cc1
4 | 25 | -5 | O=[N+]([O-])c1ccccc1-c1ccc(/C=N/n2cnnc2)o1
5 | 6 | 6 | COc1ccc(C(c2nnnn2C2CCCC2)N2CCC(C(N)=O)CC2)c(OC)c1 (configuration not stated)
6 | -1 | 0 | O=C(NCN1C(=O)C2C3C=CC(C3)C2C1=O)OC1CCCCC1 (configuration not stated)
7 | 22 | 4 | CCC(=O)N(C)/C=C1\Sc2ccccc2C1=O
8 | -6 | 6 | COc1ccc([N+](=O)[O-])cc1NC(=O)CC(C)c1ccccc1 (configuration not stated)

cpd | INS-1E GSIS act | miR-122 sensor | mol
9 | 11 | 12 | NC(=O)c1ccc(-c2ncc(-c3ccccc3)o2)cc1
10 | 2 | -1 | Cn1c(N)c(C(=O)COC(=O)C2=COCCO2)c(=O)n(C)c1=O
11 | 8 | 4 | CC1Oc2ccccc2N(CC(=O)N(Cc2ccccc2)Cc2ccccn2)C1=O (configuration not stated)
12 | -3 | 5 | CC(C)NC(=O)COc1ncnc2sccc12
13 | -21 | 0 | Cc1ccc(S(=O)(=O)Nc2ccc3c(c2)C(=O)N([C@H](C)CO)C[C@H](C)[C@@H](CN(C)Cc2ccc(-c4ccccc4)cc2)O3)cc1
14 | -4 | -7 | Cc1ccc(SC(CC(=O)c2ccc(C)cc2)C(=O)O)cc1 (configuration not stated)
15 | -7 | 17 | O=C(Nc1ccccn1)c1c(O)c2cccc3c2n(c1=O)CCC3
16 | -4 | -7 | COC(=O)C1=C(CN2CCSCC2)NC(=O)NC1c1cc(C)ccc1C (configuration not stated)

cpd | INS-1E GSIS act | miR-122 sensor | mol
17 | 15 | -3 | CC1(C)CC(=O)C2=C(C1)OC(N)=C(C#N)C21CCC2(CC1)OCCO2
18 | -29 | 73 | CC(C)(C)c1ccc(S(=O)(=O)Nc2ccc(Cc3ccncc3)cc2)cc1
19 | 19 | -2 | CC(=O)Nc1cc(NC(C)=O)cc(C(=O)OCC(=O)N2CC(C)OC(C)C2)c1 (configuration not stated)
20 | 47* | -5 | CCSc1ncnc2c(C#N)c3n(c12)CCCCC3
21 | -14 | 161* | COc1ccc(NS(=O)(=O)c2ccc(NC(=S)NC(=O)CC(C)C)cc2)cc1
22 | -11 | 5 | Cc1csc(SCC(=O)Nc2nc3ccccc3s2)n1
23 | 3 | 0 | COC(=O)c1cc2n(n1)CCN(Cc1ccc(OC)cc1)C2=O
24 | 23 | -4 | Cc1cc(C)[n+](-c2ccc(C(C)C)cc2)c2[nH]c(=O)[nH]c(=O)c12

cpd | INS-1E GSIS act | miR-122 sensor | mol
25 | 29 | 0 | COc1cc(NC(=O)c2ccc(Cl)cc2Cl)ccc1-c1cc2ccccc2oc1=O
26 | -1 | -3 | O=C(CCc1nc(-c2ccccc2)no1)NCC1CCCO1 (configuration not stated)
27 | 27 | 5 | Cc1ccc(CNc2oc(COc3ccccc3Cl)nc2C#N)cc1
28 | -15 | -7 | Cn1c2ccccc2c2ncn(CCC3=CCCCC3)c(=O)c21
29 | 2 | 28 | COc1ccc2c(c1)CCc1c(C(=O)N3CCCCCC3)noc1-2
30 | -27 | 9 | CCCC(=O)Nc1c2c(nn1-c1ccc(C)cc1C)CSC2
31 | -7 | 0 | O=C/C(=C\Nc1ccc(Cl)cn1)c1nc2ccccc2o1
32 | -3 | 7 | c1ccc(SCc2nc(-c3cccnc3)no2)cc1

cpd | INS-1E GSIS act | miR-122 sensor | mol
33 | 22 | 31 | COc1cccc(C(=O)Nc2ccc(N3CCCC3)cc2)c1
34 | -4 | 8 | COc1ccccc1/C=C/C(=O)c1ccc(Cl)cc1
35 | 10 | 0 | CCOc1ccc(NC(=O)NCCCN2CCCC2)cc1
36 | 19 | -4 | COC(=O)CCC(=O)Nc1ccccc1C(=O)Nc1ccccc1
37 | 14 | 3 | Cc1ccc(C(=O)NC(N2CCCC2)C(Cl)(Cl)Cl)cc1 (configuration not stated)
38 | -2 | 3 | CCN1CCN(Cc2cc(=O)oc3cc4c(cc23)CCC4)CC1
39 | -33 | -1 | Cc1cc(C)n(-c2nnc(C)n2/N=C/c2cc(Br)ccc2OCc2ccccc2)n1
40 | 23 | -2 | O=C(c1cccc(F)c1)N1CCN(Cc2ccco2)CC1

# Full records from above:
# Profile of COc1ccc2c(c1)CCc1c(C(=O)N3CCCCCC3)noc1-2 = INS-1E GSIS act: 2; miR-122 sensor: 28
# Profile of CC1Oc2ccccc2N(CC(=O)N(Cc2ccccc2)Cc2ccccn2)C1=O (configuration not stated) = INS-1E GSIS act: 8; miR-122 sensor: 4

# Part of the list above in order of number of heavy atoms, largest number first.
cpd | INS-1E GSIS act | miR-122 sensor | mol
11 | 8 | 4 | CC1Oc2ccccc2N(CC(=O)N(Cc2ccccc2)Cc2ccccn2)C1=O (configuration not stated)
21 | -14 | 161* | COc1ccc(NS(=O)(=O)c2ccc(NC(=S)NC(=O)CC(C)C)cc2)cc1
17 | 15 | -3 | CC1(C)CC(=O)C2=C(C1)OC(N)=C(C#N)C21CCC2(CC1)OCCO2
24 | 23 | -4 | Cc1cc(C)[n+](-c2ccc(C(C)C)cc2)c2[nH]c(=O)[nH]c(=O)c12
40 | 23 | -2 | O=C(c1cccc(F)c1)N1CCN(Cc2ccco2)CC1
37 | 14 | 3 | Cc1ccc(C(=O)NC(N2CCCC2)C(Cl)(Cl)Cl)cc1 (configuration not stated)

# Continued:
cpd | INS-1E GSIS act | miR-122 sensor | mol
41 | -22 | 10 | CCCCC1CCC(C(=O)Nc2ccc(S(=O)(=O)Nc3nccs3)cc2)CC1 (configuration not stated)
42 | -3 | -12 | CCOC(=O)CCc1c(C)c2ccc(OCC(=O)OC(C)C)cc2oc1=O
43 | 68 | 0 | CSc1nc(N2CCOCC2)c2c3c(sc2n1)CCCC3
44 | -2 | -2 | CCc1nnc(NC(=O)CCN2C(=O)CCC2=O)s1
45 | 13 | -3 | CC(C)NC(=O)c1ccccc1NC(=O)CCS(=O)(=O)Cc1ccccc1
46 | 15 | 2 | CCOC(=O)c1c(C)n(C)c2c(C)cc(O)c(OC(=O)CC)c12
47 | -6 | 0 | COc1ccc(N2CCN(C(=O)c3ccc4c(=O)n(CC5CCCO5)c(=O)[nH]c4c3)CC2)cc1 (configuration not stated)
48 | 4 | 9 | COc1ccc(/C=N/NC(=O)c2nc(Cl)c(Cl)c(N)c2Cl)cc1COc1ccccc1F

cpd | INS-1E GSIS act | miR-122 sensor | mol
49 | 4 | 0 | CCOc1ccccc1N1CCN(C(=O)c2c(C)noc2C)CC1
50 | -28 | -4 | Clc1ccc(SCc2cc(-c3ccc(Cl)cc3)on2)cc1
51 | -2 | 0 | CC(=O)Nc1ccc(C#Cc2ccc(NC(C)=O)cc2)cc1
52 | 19 | 0 | COc1ccc(C(=O)COc2ccccc2N2C(=O)C3C4C=CC(C4)C3C2=O)cc1 (configuration not stated)
53 | -31 | 2 | O=c1c2ccccc2c(-c2ccccc2)nn1Cc1ccc(Cl)cc1
54 | 14 | -2 | O=c1c2ccccc2oc2nc3n(c(=O)c12)CCCS3
55 | -9 | -4 | CCOC(=O)c1cc(CC)sc1/N=C/C1=C(O)CC(C)(C)CC1=O
56 | 13 | -3 | COc1ccc(-c2nnc(SCC(=O)NCc3cccs3)n2C(C)C)cc1

cpd | INS-1E GSIS act | miR-122 sensor | mol
57 | 20 | 5 | CSc1nncc(/C(C)=N\Nc2ccccc2C)n1
58 | -1 | 0 | N/C(=N\OS(=O)(=O)c1ccccc1)c1cccnc1
59 | 16 | -6 | C=CCS/C(=N\n1cnc2ccccc2c1=O)N(CC)CC
60 | -22 | -5 | Cc1nn(S(=O)(=O)c2ccccc2)c(C)c1Sc1ccc([N+](=O)[O-])cc1
61 | -5 | -4 | Cc1cc(-c2ccco2)c(C#N)c2nc3ccccc3n12
62 | -4 | -6 | Cc1csc(NC(=O)c2c(-c3c(Cl)cccc3Cl)noc2C)n1
63 | -9 | 1 | CCOC(=O)c1cccc(C(=O)Oc2ccccc2)n1
64 | -18 | -4 | Cc1nc(N2CCN(C(=O)c3cccs3)CC2)c2c3c(sc2n1)CCCC3

cpd | INS-1E GSIS act | miR-122 sensor | mol
65 | -24 | -4 | Cc1ccc(F)cc1NC(=O)Cc1nn(C)c(=O)c2ccccc12
66 | -5 | -7 | O=C(O)CCc1ccc(-c2ccccc2)n1NC(=O)c1ccco1
67 | -22 | -1 | CCC(=O)c1cc(F)c(N2CCN(C(=O)Cc3ccccc3)CC2)cc1C
68 | 78* | -5 | CCOC(=O)c1nn(-c2ccccc2)c2nc(Nc3ccccc3)cc(=O)n12
69 | 12 | 1 | CC(C)n1c(Nn2cnnc2)nc2ccccc21
70 | -27 | 4 | CC(=O)c1cccc(NC(=O)c2ccc(N(Cc3ccc(C)cc3)S(C)(=O)=O)cc2)c1
71 | 12 | 8 | Cc1nc2ccc(C(=O)O)cc2c2c1CC(C)S2 (configuration not stated)
72 | 5 | -2 | COc1cc(C(c2c(C)[nH][nH]c2=O)c2c(C)[nH][nH]c2=O)ccc1OS(=O)(=O)c1ccccc1

cpd | INS-1E GSIS act | miR-122 sensor | mol
73 | 2 | -1 | Fc1ccc(CSc2nc3ncccc3[nH]2)cc1
74 | 14 | 11 | C(=N\n1cnnc1)/c1ccc2ncccc2c1
75 | 2 | 0 | S=C(NC1CCCCC1)c1ccc2c(c1)OCO2
76 | 16 | 0 | CCOC(=O)c1cnn(CC2CCCCC2)c1N
77 | 14 | 20 | CCCCn1cnc2c1c(=O)[nH]c(=O)n2CCCC
78 | 5 | 15 | O=C1c2ccncc2C(=O)N1Cc1cccc(Cl)c1
79 | -16 | 7 | O=C(c1ccco1)N1CCN(C(=O)c2ccc(COc3ccc4c(c3)CCC4)o2)CC1
80 | 5 | -1 | Cc1cnn(Cc2ccccc2)c1N

cpd | INS-1E GSIS act | miR-122 sensor | mol
81 | -10 | -2 | Cn1c(SCC(=O)c2ccccc2)nnc1-c1cccc(N)c1
82 | 19 | 0 | CC(C)Cc1n[nH]c(=O)[nH]1
83 | -24 | -5 | C/C(=N\NC(=O)c1ccc(Cl)c(Cl)c1)c1cccc(NC(=O)C(C)C)c1
84 | 10 | -4 | c1ccc(-c2n[nH]nc2-c2ccccc2)cc1
85 | 42 | 6 | O=C1CC(c2ccc(F)cc2)Cc2nc(NCc3ccco3)ncc21 (configuration not stated)
86 | 22 | -4 | CCSc1nnc(C)n1-c1ccc(C(=O)O)cc1
87 | -5 | 2 | COc1ccc(CNC(=O)CCOc2ccc(C(C)(C)C)cc2)cc1
88 | -23 | 0 | COc1ccc(CNc2oc(COc3ccccc3)nc2C#N)cc1

cpd | INS-1E GSIS act | miR-122 sensor | mol
89 | 8 | 4 | C(#Cc1ccc(C#CCN2CCCC2)cc1)CN1CCCC1
90 | -6 | -1 | CC(C)c1nc(N2CCN(C(=O)c3ccccc3)CC2)c(C#N)c2c1COC(C)(C)C2
91 | 3 | -5 | CCN1CCc2c(sc(N)c2C(N)=O)C1
92 | -9 | 9 | CC(C)(C)NS(=O)(=O)c1ccc(NC(=O)NC2CCCCC2)cc1
93 | 5 | -5 | Cc1cccc(-n2c(CCCN3C(=O)c4ccccc4C3=O)nc3ccccc3c2=O)n1
94 | 8 | -6 | CCOc1ccc(/C=c2\sc3nc(-c4ccco4)nn3c2=O)cc1OCC
95 | 2 | 2 | Cc1ccc(CNC(=O)Nc2cccs2)cc1
96 | 2 | -2 | CCOC(=O)C1CCN(C(=O)Nc2ccc3nccnc3c2)CC1

cpd | INS-1E GSIS act | miR-122 sensor | mol
97 | 29 | 1 | c1ccc(-c2cnnc(N3CCOCC3)n2)cc1
98 | 7 | -3 | Nc1nc2c(s1)C(=O)CC(c1ccccc1)C2 (configuration not stated)
99 | 0 | -1 | CCn1c(-c2ccccc2Cl)nn(CC(=O)Nc2ccccc2C)c1=S
100 | 4 | -5 | Cc1ccc(NC2=CC(=O)CC(C)(C)C2)c(N)c1
101 | -7 | -7 | COc1ccccc1CN(CC(=O)NCc1ccco1)C(=O)CNS(=O)(=O)c1ccccc1
102 | 1 | 0 | CCOC(=O)c1c(C)nc2c(c1C)c(=O)oc1ccccc12
103 | 13 | 4 | CCCCOC(=O)c1ccc(NC(=O)CSCc2n[nH]c(=O)[nH]2)cc1
104 | -2 | 2 | Cn1cccc1CC(=O)N/N=C/c1cccc2ccccc12

cpd | INS-1E GSIS act | miR-122 sensor | mol
105 | -67 | 21 | COc1cc(C(CCN2CCCC(C)C2)c2c(OC)cc(OC)c3c(-c4ccccc4)cc(=O)oc23)cc(OC)c1OC (configuration not stated)
106 | 18 | -11 | CCOC(=O)c1sc(C)c2c1NC(C)(c1cccc3ccccc13)NC2=O (configuration not stated)
107 | 11 | -3 | COc1ccc(/C=N/N2CCN(C)CC2)cc1O
108 | -3 | 2 | Cc1cccc2nc(CNc3ccc(F)cc3)cn12
109 | 3 | -2 | Cn1nnnc1SCC(=O)c1c(N)n(C)c(=O)n(C)c1=O

# Screens deposited in PubChem by Broad Institute.
